# RAM inhibit – inhibitors of the yeast RAM network, primary screen, dse1pr::URA3 reporter, 5-FOA selection; AID 868, 2007; inhibition, % at 50 µM; S. cerevisiae dse1pr::URA3 reporter, 5-FOA growth OD615, 2 d; analog-sensitive cbk1-as2 kinase mutant strain; 190,000 compounds, 1.8% hits;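 active = inhibition above a set limit, 3 SD over mean compound inhibition, cut at about 8.4% in these data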;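 also: 0% = DMSO-only wells with no growth and 100% = 10 µM 1-NA-PP1 full growth; inhibition rescues growth on 5-FOA so higher OD means more RAM inhibition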
# PMI activator – activators of human PMI, primary screen, biochemical, fluorescence intensity, near-Km mannose 6-phosphate | Mannose-6-phosphate isomerase (Homo sapiens), P34949 | purified human PMI, coupled resazurin fluorescence, 20 min; hits give high values; 1 = vehicle control, 0 substrate-free wells | activation factor at 20 µM | 190,000 compounds, 0.005% hits | AID 1214, 2008;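 active = activation factor of 2 or more at 20 µM, relative to plate controls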
# PMI act satM6P – human PMI activators, high substrate, primary screen, biochemical, fluorescence intensity, near-saturating mannose 6-phosphate; Mannose-6-phosphate isomerase (Homo sapiens), P34949; coupled PMI enzyme assay, resazurin fluorescence, 20 min; hits give high values; 1 = untreated enzyme, 0 = substrate-free blank; activation factor at 20 µM; 190,000 compounds, 0.34% hits; AID 1216, 2008;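 active = activation factor of 2 or more at 20 µM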
#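 Test system: human PMI in coupled enzyme assay; Input: PMI at 15 ng/mL final; Medium: HEPES buffer, pH 7.4; Schedule: 20 min incubation at room temperature; Technique: resorufin fluorescence at Ex 544/Em 590 nm; Compound: 20 µM single dose; Probe or stimulus: Near-saturating mannose-6-phosphate, 1.0 mM.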
# TLR4 MyD88 comp – inhibitors of TLR4-MyD88 association in cells, primary screen, cell-based, HeLa CL3-4, BLA complementation, FRET ratio; Toll-like receptor 4 (Homo sapiens) + Myeloid differentiation primary response protein …; HeLa CL3-4 TLR4/MyD88 BLA complementation; inhibition, % at 8.4 µM; 200,000 compounds, 0.18% hits; AID 861, 2007; in the data active = inhibition above about 25%;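 also: 0% = vehicle and 100% = reference inhibitor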
# Target sequence (O00206 whole entry, looked up): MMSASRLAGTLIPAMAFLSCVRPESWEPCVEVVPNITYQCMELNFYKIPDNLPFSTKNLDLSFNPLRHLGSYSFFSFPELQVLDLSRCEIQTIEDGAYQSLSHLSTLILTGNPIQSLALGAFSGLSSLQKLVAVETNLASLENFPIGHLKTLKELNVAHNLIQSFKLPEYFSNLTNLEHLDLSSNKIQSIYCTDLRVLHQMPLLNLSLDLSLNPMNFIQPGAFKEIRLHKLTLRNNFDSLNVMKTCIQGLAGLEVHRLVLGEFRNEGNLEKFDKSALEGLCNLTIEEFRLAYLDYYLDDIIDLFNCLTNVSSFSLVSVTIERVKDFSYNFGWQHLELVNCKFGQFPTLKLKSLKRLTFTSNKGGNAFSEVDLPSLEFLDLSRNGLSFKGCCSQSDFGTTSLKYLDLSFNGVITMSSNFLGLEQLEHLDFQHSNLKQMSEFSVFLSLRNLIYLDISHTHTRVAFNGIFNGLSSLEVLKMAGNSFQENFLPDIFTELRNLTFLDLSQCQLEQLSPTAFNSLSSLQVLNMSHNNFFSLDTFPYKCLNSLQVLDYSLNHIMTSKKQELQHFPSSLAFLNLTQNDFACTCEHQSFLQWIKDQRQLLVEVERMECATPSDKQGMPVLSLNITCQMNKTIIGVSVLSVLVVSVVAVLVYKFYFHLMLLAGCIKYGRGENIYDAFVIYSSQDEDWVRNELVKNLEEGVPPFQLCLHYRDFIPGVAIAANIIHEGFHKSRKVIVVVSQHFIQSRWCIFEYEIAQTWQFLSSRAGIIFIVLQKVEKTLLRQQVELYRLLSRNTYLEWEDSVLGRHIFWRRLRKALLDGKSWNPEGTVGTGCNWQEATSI
# Target sequence (Q99836 whole entry, looked up): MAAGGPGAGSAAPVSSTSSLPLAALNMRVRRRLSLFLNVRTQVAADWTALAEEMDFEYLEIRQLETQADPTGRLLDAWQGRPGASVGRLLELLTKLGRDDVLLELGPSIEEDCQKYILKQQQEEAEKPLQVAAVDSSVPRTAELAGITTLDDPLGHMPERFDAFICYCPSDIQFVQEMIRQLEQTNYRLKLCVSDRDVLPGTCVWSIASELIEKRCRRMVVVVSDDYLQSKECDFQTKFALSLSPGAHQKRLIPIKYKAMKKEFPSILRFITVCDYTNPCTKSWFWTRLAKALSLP
# G6PDH CS – L. mesenteroides G6PDH inhibitors, counter-screen for G6PDH-coupled screening assays, biochemical, Leuconostoc mesenteroides enzyme; glucose-6-phosphate dehydrogenase [Leuconostoc mesenteroides]; 200,000 compounds, 0.12% hits; AID 1020, 2008; Purified L. mesenteroides G6PDH, diaphorase/resazurin coupled fluorescence, 45 min; inhibition, % at 5 µM
# L major viab – Leishmania major promastigote growth inhibition, primary screen; Leishmania major promastigotes, resazurin fluorescence viability; inhibition, % at 10 µM; 200,000 compounds, 9% hits;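 also: promastigotes grown with compound for 44 hours at 28 °C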
# Hsp70 act – Hsp70 transcriptional activators, primary screen, cell-based, HeLa, Hsp70 promoter luciferase, luminescence, 10 µM; HeLa Hsp70 promoter luciferase reporter; scaled: vehicle 0, proteasome-inhibitor control 100%; activation, % at 10 µM; 200,000 compounds, 0.04% hits; AID 1203, 2008;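 active = activation above the mean across all tested compounds plus 3 SD, cutoff set per campaign, cut at about 5.5% in these data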;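 also: 100% = MG132 at 30 µM as the positive control and 0% = DMSO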
# Diaph inh CS – diaphorase inhibitors and chemical oxidizers, primary screen, counter-screen for diaphorase-coupled primary assays, biochemical, uHTS, resorufin fluorescence; diaphorase resazurin-to-resorufin fluorescence, NADH, 16 min; bacterial (C. kluyveri) enzyme, not human; 190,000 compounds, 0.69% hits; inhibition, % at 20 µM; AID 1217, 2008;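 active = primary screen inhibition at 20 µM above a set limit, cut at about 50% in these data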;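 also: plate controls were DMSO with full reaction for no effect and wells lacking NADH for full effect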
#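 System: Bacterial diaphorase enzyme (C. kluyveri) | Incubation: 16-min room-temperature incubation before reading | Benchmarks: No-NADH positive control and DMSO neutral control | Measured by: Resorufin fluorescence 544/590 nm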
# DTT redox prof – compounds producing H2O2 with reducing agent – biochemical, NIH compound library profiling, artefact control for MLSCN library redox annotation, primary screen. 200,000 compounds, 0.03% hits. DTT-dependent redox cycling H2O2, phenol red/HRP absorbance; 100% = 100 µM peroxide control, 0% = buffer. activation, % at 10 µM;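 active = activation of at least 50% relative to the plate's high and low controls in the primary single-dose screen; inactive = activation below 50%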;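 also: compound incubated with DTT at 0.8 mM final as the reducing agent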
# S1P3 antag – S1P3 receptor antagonists, primary screen, cell-based | CHO S1P3 NFAT-BLA reporter, FRET fluorescence, antagonist mode | AID 485, 2006 | inhibition, % at 4.98 µM | 170,000 compounds, 0.27% hits | Sphingosine 1-phosphate receptor 3 (Homo sapiens), Q99500;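 active = inhibition above the plate cutoff, the mean inhibition of test wells on that plate plus 3 SD, cut at about 28% in these data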;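 also: cells challenged with S1P at its EC80 of 0.8 µM; blue over green emission ratio from cleaved BLA substrate after 4 h stimulation; 0% = S1P-stimulated wells and 100% = unstimulated DMSO-only wells; some compounds past the cut are filed as inactive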
# Diaph act CS – compounds boosting diaphorase resazurin reduction – biochemical, uHTS, resorufin fluorescence, counter-screen for diaphorase-coupled primary assays, primary screen; Diaphorase/resazurin coupled assay, 16 min; hits give high values; 1 = vehicle wells, 0 = NADH-free wells; activation factor at 20 µM; 190,000 compounds, 0.005% hits; AID 1229, 2008;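 active = diaphorase activity raised at least twofold by the compound at 20 µM; inactive = activation factor below 2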
#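 Material: Clostridium kluyveri diaphorase, purified enzyme; Quantity: enzyme 0.07 U/mL final; Medium: HEPES pH 7.4 buffer with MgCl2 and Tween 20; Dosing: single compound dose of 20 µM, 1% DMSO final; Schedule: 16 min reaction at room temperature; Measured by: red resorufin fluorescence at 544/590 nm excitation/emission.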
# * = called active by the depositor; nt = not tested or not shown; & = joins results of further samples. Rule as the data show it, unless noted: active = inhibition above about 50%; inactive = the rest. An unsorted share of the library; 12% or so of the library scored in one or more.
SMILES,RAM inhibit,PMI activator,PMI act satM6P,TLR4 MyD88 comp,G6PDH CS,L major viab,Hsp70 act,Diaph inh CS,DTT redox prof,S1P3 antag,Diaph act CS
CC(OC(=O)c1ccccc1NS(=O)(=O)c1cccc(C(F)(F)F)c1)C(=O)N(C)Cc1ccccc1 (stereo unspecified),13*,0.8,0.8,-7,-19,7,-0.3,22,-0.3,2,0.8
CCOC(=O)c1ccc(NC(=O)c2cc(F)c(F)cc2Cl)cc1,2.4,1.1,1.1,7,-2,10,-0.1,4,-2.6,-5,1
CC(C)OC(=O)c1cc2c(=O)[nH]c(C(Cl)(Cl)Cl)nc2o1,2.1,1.1,1.1,-10,2,-4,0.1,14,-0.4,6,0.9
COc1ccc(N2CCN(C(=S)NC(=O)c3cccs3)CC2)c([N+](=O)[O-])c1,2.0,1,1,-8,-5,3,-0.2,12,-1.9,-9,0.9
O=C1C2CCCN2C(=O)N1CCCCN1CCN(c2ccc(F)cc2)CC1 (stereo unspecified),1.1,1.2,1.2,-3,2,-10,-0.1,2,-0.2,-12,1
CCOC(=O)c1c(NC(=O)C(=O)N/N=C/c2ccc(O)c(OC)c2)sc2c1CCCCC2,3.5,0.9,0.9,-3,-2,49,-0.1,37,0.3,-6,0.6
O=C(CCCCCN1C(=O)CCC1=O)Nc1ccc(Br)cc1F,0.3,1,1,19,-9,-9,-0.4,14,2.4,4,0.9
COc1cc2c(N3CCOCC3)cc(O)c(CC(=O)Nc3ccccc3)c2cc1OC,5.0,0.8,0.8,-9,-1,0,-0.2,21,2.7,-13,0.8
Oc1ccc(NCc2ccccc2OCc2ccccc2F)cc1,4.1,0.6,0.8,0,2,100*,0.0,36,-0.3,nt,0.6
COC(=O)C1=C(N)OC2=C(C(=O)CC(C)(C)C2)C1c1ccccc1OCC#N (stereo unspecified),0.0,1,1,-2,6,3,0.0,4,-0.1,-9,1
CN(C)CC(=O)N1CCc2ccccc2C1,0.1,1.1,1.2,5,-3,-2,0.2,8,-0.6,-13,0.9
COC(=O)CNc1ccc2c(c1)OCO2,1.0,0.9,0.6,-7,10,-3,-0.3,24,1.3,nt,0.8
COC(=O)Nc1ccc2c(c1)N(C(=O)CCN1CCOCC1)c1ccccc1S2,-0.3,1.1,1.3,-16,20,8,-0.2,5,4.8,-7,0.9
CCC(=O)NC(c1ccc([N+](=O)[O-])cc1)c1c(O)ccc2ccccc12 (stereo unspecified),2.9,0.8,0.9,13,-15,69*,-0.2,28,1.9,nt,0.7
CNC(=O)c1cc(C(=O)c2ccccc2C(F)(F)F)c[nH]1,0.6,1,1,-11,0,1,0.0,9,0.3,-14,0.9
C[n+]1c2n(c3ccccc31)N=C(c1ccccc1)CS2,1.7&2.9,1.1&1.1,1.1&1.1,7&-22,3&1,98*,0.1&-0.2,-4&6,-0.1&1.5,0,1&0.9
O=C(O)c1c(Cl)c(Cl)c(Cl)c(Cl)c1C(=O)N1CCOCC1,1.1,1.1,1.4,-16,-3,-5,-0.1,10,-0.3,-20,0.9
Cn1c(=O)[nH]c2sc3c(c2c1=O)CC(C)(C)OC3,1.0,1,1,1,2,-4,-0.3,8,0.2,nt,0.9
O=C(NCc1cccnc1)c1c[nH]c2cc3c(cc2c1=O)OCCO3,2.2,0.9,0.9,-14,-2,3,-0.4,12,0.1,-12,0.9
COc1ccc(Oc2nnc(-c3ccc(C)cc3)c3ccccc23)cc1,2.1,1,1,2,10,-4,-0.3,11,-4.0,nt,0.9
CCC(c1nnnn1C1CCCC1)N1CCN(c2ccccc2F)CC1 (stereo unspecified),3.2,0.9,1,-5,7,24,-0.1,5,4.0,-17,1
CC(C)(C)C(=O)Nc1sc2c(c1-c1nc3ccccc3[nH]1)CCCC2,7.7,0.8,0.8,-4,2,38,0.5,18,3.6,nt,0.8
Cc1cc(/C=C2\C(=N)N3N=C(S(C)(=O)=O)SC3=NC2=O)c(C)n1Cc1ccccc1,6.9,1.2,1.3,-4,-7,5,-0.3,33,-0.1,-20,0.7
CC(C)(C)c1nn(-c2ccccc2)c2nc(Cl)c(C=O)cc12,nt,1,1,-8,0,96*,-0.1,5,-4.8,nt,0.9
COc1cc(Cl)c(C)cc1NC(=O)COC(=O)/C=C/c1c(C)nn(C2CCS(=O)(=O)C2)c1Cl (stereo unspecified),3.1,1,0.9,-20,-56,-2,-0.3,20,0.2,nt,0.8
CCOc1nc(-c2ccccc2)ccc1-c1noc(COc2ccccc2)n1,17*,1.1,0.9,-11,7,18,0.0,15,-0.3,-13,0.9
O=c1/c(=C/c2ccccn2)sc2nc3ccccc3n12,5.2,1.2,1.1,17,-7,11,-0.1,15,0.0,-3,0.8
COc1ccc(C)cc1S(=O)(=O)Nc1cccc(Cl)c1,2.3,0.9,1,-13,-3,99*,-0.1,12,4.4,-4,0.9
Cn1c(=O)cc(SCC(=O)NCCCN2CCOCC2)c2ccc(Cl)cc21,1.1,1,0.9,2,2,7,-0.1,9,-0.2,0,0.9
CC(C)N(C(=O)CSc1nnc(Cc2csc(Nc3ccccc3)n2)o1)C(C)C,0.1,0.9,0.9,-14,5,8,0.3,15,-1.8,10,0.9
CS(=O)(=O)Nc1ccc(C2=NN(C(=O)c3ccco3)C(c3ccc(F)cc3)C2)cc1 (stereo unspecified),5.7,0.9,0.9,-3,3,5,0.1,33,-0.3,12,0.7
O=C(CN1C(=O)NC2(CCCC2)C1=O)Nc1nc(-c2ccc(F)cc2)cs1,4.3,0.9,1,6,0,1,-0.5,14,-0.1,-6,0.9
CC(=O)c1cc(Cc2csc(C(C)=O)c2)cs1,nt,1.1,1,0,5,0,0.2,7,-1.8,-27,0.9
O=C(c1ccccc1)N(Cc1ccccc1)c1ccccn1,0.6,1,0.9,-9,4,3,-0.4,12,0.1,35,0.9
C=CCO/N=C/C1=C(O)C(C(=O)OC)C(C)(C)CC1=O (stereo unspecified),1.8,1.2,1.2,-1,8,-2,-0.4,-2,-0.7,3,1
N#CCC(=O)Nc1ccc(C(=O)OCC(=O)Nc2ccccc2-c2ccccc2)cc1,0.6,0.9,1,7,-6,10,-0.3,11,-1.8,-10,0.9
CN(C)c1cccc2c(S(=O)(=O)N3CCOCC3)cccc12,0.8,1,1.1,1,16,-1,-0.4,16,-0.7,nt,0.8
O=C(O)c1cc2n(n1)C(C(F)(F)F)CC(c1ccco1)N2 (stereo unspecified),2.3,1,1,-5,8,-5,-0.1,11,2.4,-5,0.9
COC(=O)c1ccc2c(=O)n(-c3ccccc3F)c(=S)[nH]c2c1,3.3,1.2,1.1,2,7,-6,0.3,14,-1.2,-8,0.9
CCOc1cccc(NC(=O)C2CC(=O)N(C)C(=Nc3cccc(F)c3)S2)c1 (stereo unspecified),2.6,0.8,0.6,5,0,21,0.1,27,0.3,-36,0.7
O=C(CN1CCN(S(=O)(=O)c2ccccc2F)CC1)Nc1ccccc1C(=O)c1ccccc1,11*,0.9,0.8,1,0,18,-0.3,18,-2.0,5,0.8
CC1(C)CC(=O)C=C(NCCCN2CCCC2=O)C1,nt,nt,nt,-1,nt,0,-0.5,nt,2.9,-11,nt
COC(=O)c1cc(=O)c2c(C)nc(C(Cl)(Cl)Cl)nc2[nH]1,4.1,1.2,1.1,-2,3,-14,-0.3,6,-3.0,-27,0.9
COc1cccc(CN2CCN(Cc3ccc(C)o3)CC2CCO)c1 (stereo unspecified),1.6,1,1.1,9,22,-7,0.0,5,-0.7,-8,0.9
Cn1nc(-c2ccccc2)c(CO)c1Oc1cccc(C(F)(F)F)c1,3.5,1,1,-8,3,-1,-0.3,7,5.9,-2,0.9
OC1C[N+]2(CCCCC2)C1,1.1,0.9,0.9,-7,10,-4,-0.1,6,1.7,-36,0.9
Cc1ccc(CSCC(=O)N2CCCC2)cc1,-1.0,1,0.9,-9,7,-4,-0.3,-3,-0.3,6,1
COCc1cc(C)[nH]c(=O)c1C#N,3.8,1,1.1,-2,0,-2,-0.4,8,-0.3,-57,0.9
COC(=O)C(Cc1cncn1COCc1ccccc1)NC(=O)OC(C)(C)C (stereo unspecified),2.3,1,1.1,5,12,0,0.1,1,-1.3,0,1
CC1CCc2nc(NC(=O)Cc3cccs3)sc2C1 (stereo unspecified),-0.2,0.9,1,13,-1,3,0.6,0,1.2,-1,1
CCc1ccc(-c2csc3ncn(CC)c(=O)c23)cc1,2.6,0.9,1,3,12,-6,-0.2,9,-0.2,-2,0.9
CCOC(=O)c1sc(=NC(=O)COc2ccc(Cl)cc2)n(C)c1C,0.2,1.1,1.1,-1,-4,21,0.3,-2,-1.2,-3,1
CCCSc1nsc(SCCC)c1C#N,1.1,1,1,-5,-3,-3,-0.2,8,1.5,nt,0.9
CCC(CO)NCc1ccc(-c2ccccc2)cc1 (stereo unspecified),-0.4,0.9,1,0,-2,89*,-0.1,17,0.6,-3,0.8
CCOC(=O)c1c(C)[nH]c(C(=O)COC(=O)/C=C/c2ccc3c(c2)OCO3)c1C,0.9,1,1.1,1,-27,-7,-0.4,10,0.5,1,0.9

# Looked up above.
# Under Diaph inh CS, CCC(CO)NCc1ccc(-c2ccccc2)cc1 (stereo unspecified) is entered as 17
# Under TLR4 MyD88 comp, CCOC(=O)c1c(C)[nH]c(C(=O)COC(=O)/C=C/c2ccc3c(c2)OCO3)c1C is entered as 1

# Assay outcomes as filed in PubChem.
